Statin myotox sup = suppressors of statin myotoxicity in C2C12 myotubes, primary screen, cell-based, single point, plate reader; C2C12 myotubes + simvastatin, ATP luminescence, 48 h; scaled: DMSO 0, geranylgeraniol control 100; AID 602340, 2012; hit rate 0.78% among 330,000; rescue of ATP level, % at 7.49 µM;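 active = mean ATP rescue above about 67%, or every replicate alone reaching that limit, limit read from the data, passing the limit was not always enough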;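 also: myotubes were challenged with 10 µM simvastatin during compound exposure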
S100A4 inh HTS = inhibitors of S100A4-myosin IIA peptide binding, primary screen, biochemical, fluorescence polarization, TAMRA-MyoIIA peptide; hit rate 0.14% among 360,000; inhibition, % at 10.7 µM; Protein S100-A4 (Homo sapiens), P26447;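 active = mean inhibition of at least 70% across replicates, with every replicate also reaching that level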
Target sequence (P26447 whole entry, looked up): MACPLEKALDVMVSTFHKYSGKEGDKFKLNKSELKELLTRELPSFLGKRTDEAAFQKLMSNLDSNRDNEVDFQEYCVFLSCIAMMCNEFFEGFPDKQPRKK
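Material: S100A4 monomer (human). Medium: Calcium-containing HEPES buffer, pH 7.2. Probe or stimulus: labelled myosin peptide probe, 5 nM. Compound dosing: one concentration per compound. Timing: polarization read 5 min after assay mix addition, stable 5–60 min. Benchmarks: DMSO as neutral control, TFP as positive control.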
FN deposition inh = inhibitors of fibronectin matrix deposition, primary screen, AH1F cells, Alexa488-fibronectin fluorescence, plate reader | AH1F fibroblasts, overnight | inhibition, % at 12.6 µM | hit rate 0.086% among 350,000 | AID 743247, 2014;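 active = mean inhibition across replicates of 30% or more, regardless of how many single replicates reach that level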;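 also: positive control wells lacked labelled fibronectin entirely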
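test system = AH1F fibroblasts assembling fluorescent fibronectin matrix | quantity = 10000 AH1F cells per well | buffer or medium = DMEM plus 2% serum, read in PBS | doses = single dose, pinned | incubation = 1 h cell attachment, overnight exposure to compound and label | detection = fluorescence at 485 nm excitation, 525 nm emission | read-out basis = inhibition from reduced deposited-fibronectin fluorescence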
LGR2 antag = inhibitors of bursicon-induced LGR2 CRE-luciferase signal, primary screen, cell-based, HEK293, CRE-luciferase reporter, bursicon stimulation | hit rate 0.35% among 380,000 | Drosophila bursicon receptor LGR2 (rickets) | inhibition, % at 9.99 µM | bursicon-stimulated, 4 h | AID 720647, 2013;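 active = drop in luminescence signal, shown as inhibition above about 50% in the replicate tests, limit read from the data, passing the limit was not always enough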;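 also: agonist challenge used bursicon conditioned medium at about half maximal strength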
SIRT5 inh = SIRT5 desuccinylase inhibitors, primary screen, biochemical, fluorescence imaging, single point, set 5; NAD-dependent protein deacylase sirtuin-5, mitochondrial (Homo sapiens), Q9NXA8; Purified SirT5, succinyl-peptide AMC, trypsin-coupled fluorescence; inhibition, % at 15 µM; hit rate 1.1% among 330,000; AID 652115, 2013; in the data active = inhibition above about 15%
Target sequence (Q9NXA8 whole entry, looked up): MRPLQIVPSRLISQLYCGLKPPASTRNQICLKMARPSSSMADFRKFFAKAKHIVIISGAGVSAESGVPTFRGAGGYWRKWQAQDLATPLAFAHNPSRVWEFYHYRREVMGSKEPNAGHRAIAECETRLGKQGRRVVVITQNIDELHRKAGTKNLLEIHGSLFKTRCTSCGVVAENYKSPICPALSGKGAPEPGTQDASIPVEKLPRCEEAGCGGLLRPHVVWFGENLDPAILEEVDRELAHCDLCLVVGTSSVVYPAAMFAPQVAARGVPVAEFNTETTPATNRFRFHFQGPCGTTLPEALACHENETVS
Casp6 inh = human caspase-6 inhibitors, primary screen, biochemical, VEID-R110 fluorescence, single point, set 2 | hit rate 0.53% among 350,000 | P55212 | purified caspase-6, Z-VEID-R110 cleavage fluorescence | inhibition, % at 12.5 µM;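 active = mean inhibition across replicates at least about 35%, with every replicate also reaching that limit, limit read from the data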;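 also: 0% = median of neutral control wells and 100% = no fluorescence left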
Target sequence (P55212 24-179 limits assumed): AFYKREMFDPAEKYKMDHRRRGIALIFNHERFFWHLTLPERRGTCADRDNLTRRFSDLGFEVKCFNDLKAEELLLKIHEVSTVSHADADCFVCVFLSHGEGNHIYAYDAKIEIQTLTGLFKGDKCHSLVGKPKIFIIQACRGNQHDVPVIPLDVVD
Target sequence (P55212 194-293 limits assumed): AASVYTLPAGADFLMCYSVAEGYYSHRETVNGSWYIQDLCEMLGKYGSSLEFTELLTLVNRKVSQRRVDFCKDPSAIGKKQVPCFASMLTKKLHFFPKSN
esBAF inh = Bmi1 luciferase reporter increase in mESCs, primary screen, esBAF inhibitor project, mouse ES cells, Bmi1 luciferase knock-in, single point. 24 h; 100% = twice the neutral-well signal. reporter increase, % at 12.5 µM. hit rate 2% among 350,000. AID 602393, 2012; in the data active = activation above about 40%;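 also: 0% = median of the plate's neutral control wells and 100% = double that signal; a rise in the Bmi1 reporter signal indicates esBAF inhibition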
Numbers without * were called inactive; x = no result given; & = joins results of further samples. An excerpt; the hit share may differ from the screen's.

cpd	Structure	Statin myotox sup	S100A4 inh HTS	FN deposition inh	LGR2 antag
1	CCOC(=O)Cc1csc(NC(=O)C(NC(=O)C2CCCCC2)C(C)C)n1 (configuration not stated)	10	-7	-6	0
2	COc1cccc(NC(=O)N(C)C[C@@H]2Oc3cc(C#Cc4ccccc4)ccc3S(=O)(=O)N([C@@H](C)CO)C[C@@H]2C)c1	-35	x	0	12
3	CC(C)CC#Cc1ccc([C@@H]2[C@H]3CN(C(=O)c4ccc5c(c4)OCO5)CCCCN3[C@H]2CO)cc1	x	-17	x	9
4	CCC(=O)N1CCc2cc(Br)cc(S(=O)(=O)N3CCCC(C(=O)NC(C)(C)C)C3)c21 (configuration not stated)	-1	-1	-6	16
5	CC(Sc1nnnn1-c1ccc(O)cc1)C(=O)NNC(=O)c1ccc(F)cc1 (configuration not stated)	-4	-3	4	-11
6	COc1ccc(OC)c(S(=O)(=O)Nc2ccc3[nH]c(=O)[nH]c3c2)c1	2	0	3	-2
7	CCOC(=O)[C@H]1[C@H]2COc3ccc(OC)cc3[C@@H]2N2C(=O)[C@H](C)NC(=O)[C@@]12C	5	-7	1	-34
8	CCn1c(SCC(=O)Nc2ccc3c(c2)OCCO3)nnc1-c1ccncc1	15	-1	3	17
9	COc1cc(C(=O)NCC(=O)OCC(=O)Nc2ncc(Cl)cc2Cl)cc(OC)c1OC	x	7	x	-20
10	O=C(c1ccccc1)N1C[C@H]2[C@@H](c3ccccc31)[C@@H](CO)N2C(=O)CN1CCOCC1	7	4	x	12
11	O=c1cc(-c2ccccc2)oc2ccc3ccccc3c12	-2	-4	-6	101*
12	C[C@@H]1CN([C@H](C)CO)C(=O)c2cccc(NC(=O)NC3CCCCC3)c2O[C@H]1CN(C)Cc1ccc(-c2ccccc2)cc1	54	5	-12	8
13	CCN(CC(=O)Nc1ccccc1C(F)(F)F)C(=O)c1oc2c(Cl)cccc2c1C	14	-3	x	9
14	Cc1noc(C)c1S(=O)(=O)Nc1ccc2c(c1)C(=O)N([C@H](C)CO)C[C@@H](C)[C@H](CN(C)C(=O)NC(C)C)OCCCC[C@@H](C)O2	x	15	-7	-4
15	CC1CN(C2CCCCC2)C(=S)N(c2ccccc2)C1=O (configuration not stated)	5	-11	-3	-11

cpd	SIRT5 inh	Casp6 inh	esBAF inh
1	-3	2	0
2	x	x	12
3	8	1	x
4	0	-9	2
5	-2	1	5
6	2	1	2
7	x	-1	2
8	-4	0	-13
9	3	0	x
10	2	6	2
11	x	2	-74
12	2	-3	-5
13	0	1	-2
14	-2	1	4
15	-5	-2	8

Some of the entries above in a different format.
#5 CC(Sc1nnnn1-c1ccc(O)cc1)C(=O)NNC(=O)c1ccc(F)cc1 (configuration not stated)
#6 COc1ccc(OC)c(S(=O)(=O)Nc2ccc3[nH]c(=O)[nH]c3c2)c1
#7 CCOC(=O)[C@H]1[C@H]2COc3ccc(OC)cc3[C@@H]2N2C(=O)[C@H](C)NC(=O)[C@@]12C
#8 CCn1c(SCC(=O)Nc2ccc3c(c2)OCCO3)nnc1-c1ccncc1
#9 COc1cc(C(=O)NCC(=O)OCC(=O)Nc2ncc(Cl)cc2Cl)cc(OC)c1OC
#10 O=C(c1ccccc1)N1C[C@H]2[C@@H](c3ccccc31)[C@@H](CO)N2C(=O)CN1CCOCC1

assay / compound | 5 | 6 | 7 | 8 | 9 | 10
Statin myotox sup | -4 | 2 | 5 | 15 | x | 7
S100A4 inh HTS | -3 | 0 | -7 | -1 | 7 | 4
FN deposition inh | 4 | 3 | 1 | 3 | x | x
LGR2 antag | -11 | -2 | -34 | 17 | -20 | 12
SIRT5 inh | -2 | 2 | x | -4 | 3 | 2
Casp6 inh | 1 | 1 | -1 | 0 | 0 | 6
esBAF inh | 5 | 2 | 2 | -13 | x | 2

(further entries)
cpd	Structure	Statin myotox sup	S100A4 inh HTS	FN deposition inh	LGR2 antag
16	COC(=O)c1cc2c(c3c4cc(F)ccc4n(S(=O)(=O)c4ccc(OC)cc4)c13)C(=O)N(C)C2	x	0	4	-5
17	CC1(C)SC2C(NC(=O)COc3ccccc3)C(=O)N2C1C(=O)O (configuration not stated)	2	3&-2	3	-2&9
18	CN(C)CC(=O)N[C@@H]1CC[C@@H](CCNC(=O)Nc2ccc(Cl)cc2)O[C@H]1CO	4	5	-1	-5
19	CSCCC(NC(=O)c1ccccc1Br)C(=O)NNC(=O)c1csc(N2CCOCC2)n1 (configuration not stated)	-17	-1	x	14
20	CC1C/C(=C/c2ccncc2)C(=O)/C(=C/c2ccncc2)C1 (configuration not stated)	9	12	17	103*
21	C[C@@H]1CN([C@H](C)CO)C(=O)Cc2cc(NC(=O)NC3CCCCC3)ccc2O[C@@H]1CN(C)S(=O)(=O)c1ccc(Cl)cc1	0	9	x	10
22	CC(C)CC#Cc1ccc2c(c1)O[C@@H](CN(C)S(C)(=O)=O)[C@@H](C)CN([C@@H](C)CO)S2(=O)=O	2	3	-18	5
23	COc1ccccc1-n1cnc2cc(NC(C)=O)ccc21	-5	x	16	x
24	CCOC(=O)c1c(-c2ccccc2)csc1NC(=O)CSc1nc(C)cc(C)n1	x	-6	5	x
25	Cc1ccc(NC(=O)c2c(C)nn(-c3ccccc3)c2Cl)c(C)c1	-13	x	x	-3
26	O=C(CN1C(=O)C2C3C=CC(C3)C2C1=O)Nc1ccc2nccnc2c1 (configuration not stated)	-14	8	-2	-3
27	CC(=O)N1Cc2ccccc2CC1C(=O)NCc1ccccc1F (configuration not stated)	-3	-9	7	5
28	O=C(CCCNC(=O)c1ccc(Cl)cc1)Nc1nccs1	1	-5	0	3
29	Cn1c(CNC(=O)c2ccc(Cl)cc2)nnc1SCC(=O)NC1=NCCS1	5	0	6	0
30	O=C(NC(Cc1c[nH]c2ccccc12)C(=O)O)c1cccs1 (configuration not stated)	x	6	-10	-5

cpd	SIRT5 inh	Casp6 inh	esBAF inh
16	x	-3	x
17	-1&-4	-1&7	-4
18	8	-1	6
19	-5	-3	-6
20	-2	6	-14
21	15	2	-1
22	0	2	10
23	x	x	2
24	1	2	x
25	x	x	29
26	x	2	-2
27	-5	3	1
28	x	-2	4
29	-2	1	-2
30	-4	1	x

Later entries
cpd	Structure	Statin myotox sup	S100A4 inh HTS	FN deposition inh	LGR2 antag
31	Fc1ccc(-c2cc(C(F)(F)C(F)F)[nH]n2)cc1	x	-2	-10	x
32	CCc1ccc(NC(=O)CC2C(=O)N(c3cccc(C)c3)C(=O)N2C2CC2)cc1 (configuration not stated)	-6	-1	0	5
33	Cc1cc2c(cc1S(=O)(=O)Nc1cccc(F)c1C)NC(=O)CO2	0	-1	-10	x
34	O=C1CN(C(=O)C2CCCC2)CCN1	x	-4	5	8
35	O=C(Nc1ccc2nc([C@@H]3O[C@H](CO)[C@@H](O)[C@H](O)[C@H]3O)[nH]c2c1)NC(c1ccccc1)c1ccccc1	22	3	-1	4
36	CCN(CC)C(=O)CSc1nc(-c2ccccc2)ccc1C#N	x	1	-3	4
37	Cc1cc(C)cc(NC(=O)c2c(C)nc3ccccn23)c1	-8	2	0	-29
38	C/C=C/c1ccc([C@@H]2[C@H](CO)N[C@H]2CNS(=O)(=O)c2ccccc2)cc1	-59	-9	-4	29
39	COc1ccc(S(=O)(=O)N(CC(=O)NC2CC2)Cc2ccccc2)cc1	-3	-2	4	2
40	O=C(NCCCO)C(=O)c1c(-c2ccccc2)cc2ccccn12	x	12	2	5
41	Cc1nnc(SCC(=O)NCc2ccco2)n1-c1ccccc1	1	x	4	x
42	COc1ccc(C(=O)COC(=O)c2cc(=O)c3ccccc3o2)c(OC)c1	5	-16	-12	-17
43	COc1cc(-c2nc(-c3ccc4c(c3)-c3ccccc3S4(=O)=O)c(-c3ccccc3)[nH]2)cc(OC)c1O	-38	x	28	x
44	CCOC(=O)c1cc(NC(=O)C2C3C=CC(O3)C2C(=O)O)cc(C(=O)OCC)c1 (configuration not stated)	-3	0	10	5
45	CC1CCc2[nH]c3ccc(C(=O)N(C)CC(=O)Nc4ccccc4Br)cc3c2C1 (configuration not stated)	-30	-3	7	2

cpd	SIRT5 inh	Casp6 inh	esBAF inh
31	-3	-2	x
32	-3	1	6
33	-2	6	2
34	-7	24	x
35	x	6	3
36	0	-3	x
37	3	3	1
38	12	x	-3
39	-3	3	-3
40	7	-2	x
41	x	x	-3
42	x	5	10
43	x	x	33
44	10	4	3
45	-6	-1	-2

Continued:
cpd	Structure	Statin myotox sup	S100A4 inh HTS	FN deposition inh	LGR2 antag
46	NS(=O)(=O)c1ccc(N/N=C/c2cn(-c3ccccc3)nc2-c2ccccc2)c([N+](=O)[O-])c1	-88	-4	-1	-21
47	Cc1ccc(NC(=O)c2ccc(S(=O)(=O)N3CCCCCC3)cc2)nc1	3	16	1	0
48	COc1ccc2c3c(n(C)c2c1)[C@H](CO)N(Cc1cc(F)ccc1F)CC31CN(C(C)=O)C1	x	-8	x	0
49	COCC#Cc1ccc2c(c1)O[C@@H](CN(C)C(=O)c1ccccc1)[C@@H](C)CN([C@H](C)CO)S2(=O)=O	2	-18	x	-5
50	COCCn1c(=O)[nH]c(=O)c2c1nc(-c1cc(Br)c3c(c1)OCO3)n2Cc1ccccc1	x	2	11	12
51	CCN=C1Sc2nc3ccc(OCC)cc3cc2CN1CCOC	-3	x	4	x
52	O=C(N/N=C/c1cc([N+](=O)[O-])cc([N+](=O)[O-])c1O)C(O)(c1ccccc1)c1ccccc1	1	-5	-11	19
53	NC(CSC1(c2ccccc2)c2ccccc2-c2ccccc21)C(=O)O (configuration not stated)	x	0	x	18
54	Cc1noc(C)c1NC(=O)Nc1ccc2c(c1)CC(=O)N([C@H](C)CO)C[C@@H](C)[C@@H](CN(C)S(=O)(=O)c1cccs1)O2	-22	3	-6	10
55	Cc1ccc(NC(=O)Nc2nnc(Cc3ccc(F)cc3)s2)cc1	1	1	5	-20

cpd	SIRT5 inh	Casp6 inh	esBAF inh
46	0	0	-30
47	-3	-4	38
48	-2	0	x
49	-1	0	-3
50	2	1	x
51	x	x	-4
52	5	11	-5
53	-12	1	x
54	9	3	-4
55	1	-3	22

High-throughput results deposited in PubChem BioAssay by Broad Institute.
